Screening results deposited in PubChem by National Center for Advancing Translational Sciences (NCATS).
D3 antag = qHTS of D3 Dopamine Receptor Antagonist: qHTS; D(3) dopamine receptor (Homo sapiens), P35462; D3R cells, DiscoveRx beta-arrestin luminescence, antagonist mode; active compounds read low; max response, negative = inhibition, %; 360,000 compounds, 2.5% hits; AID 652054, 2013; in the data active = max response below about -50%; inconclusive = no clear call, values can overlap the other calls; also: % is scaled to controls: 0 for no effect and ±100 for the full control effect; mostly tested at two doses, the higher about 12 µM
Target sequence (P35462 whole entry, looked up): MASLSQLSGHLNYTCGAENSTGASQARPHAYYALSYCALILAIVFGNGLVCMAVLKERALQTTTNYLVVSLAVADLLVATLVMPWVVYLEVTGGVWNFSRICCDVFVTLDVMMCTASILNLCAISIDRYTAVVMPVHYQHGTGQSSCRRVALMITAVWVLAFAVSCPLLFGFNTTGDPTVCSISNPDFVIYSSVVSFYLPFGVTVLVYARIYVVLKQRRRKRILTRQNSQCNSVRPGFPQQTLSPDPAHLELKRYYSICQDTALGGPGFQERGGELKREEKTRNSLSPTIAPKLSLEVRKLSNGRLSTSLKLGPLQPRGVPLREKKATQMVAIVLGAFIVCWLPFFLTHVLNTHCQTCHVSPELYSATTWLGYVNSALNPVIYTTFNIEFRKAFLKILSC
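Cells expressing the human receptor were seeded at 1500 cells/well, incubated overnight at 37 degrees C in 5% CO2, then exposed to library compounds with dopamine controls for 90 minutes at 37 degrees C before luminescent detection.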
WRN helicase inh = qHTS for Inhibitors of WRN Helicase. 360,000 compounds, 0.46% hits. WRN helicase unwinding, fluorescent forked duplex, kinetic. Bifunctional 3'-5' exonuclease/ATP-dependent helicase WRN (Homo sapiens), Q14191. Potency, µM (titrated, usually from 114 µM), for inactives: at the top dose activity change, negative = inhibition, hits mostly inhibitors; also: potency is read from the fitted curve at half-maximal effect; % is scaled to controls: 0 for no effect and ±100 for the full control effect; nearly all actives have a fitted effect of over 55% in size
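Enzyme (20 nM final) and test compound sit together 15 min at room temperature before substrate addition. Substrate is a single-forked duplex oligonucleotide (100 nM) labelled with fluorophore and quencher, with 2 mM ATP; helicase unwinding raises red fluorescence, read kinetically.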
PLK1 PBD block = qHTS for Inhibitors of PLK1-PDB (polo-like kinase 1 - polo-box domain): Primary Screen | Serine/threonine-protein kinase PLK1 (Homo sapiens), P53350 | Plk1 PBD binding of FITC phosphopeptide, fluorescence polarization | Potency, µM, for inactives: max response, negative = inhibition, hits mostly inhibitors | 360,000 compounds, 2.8% hits; also: potency is read from the fitted curve at half-maximal effect; series mostly up to about 57 µM; % is scaled to controls: 0 for no effect and ±100 for the full control effect; nearly all actives have a fitted effect of over 65% in size
GLP1R inv ag = qHTS of GLP-1 Receptor Inverse Agonists (Inhibition Mode); Glucagon-like peptide 1 receptor (Homo sapiens), P43220; HEK293 GLP-1R CRE-luciferase, luminescence, 24 h; GLP-1R form is constitutively active; Potency, µM (highest dose often 38.3 µM), for inactives: at the highest dose activity change, negative = inhibition, usual class: inhibitors; 410,000 compounds, 1.6% hits; AID 624417, 2012; also: potency is read from the fitted curve at half-maximal effect; % is scaled to controls: 0 for no effect and ±100 for the full control effect; nearly all actives have a fitted effect of over 55% in size
Target sequence (P43220 whole entry, looked up): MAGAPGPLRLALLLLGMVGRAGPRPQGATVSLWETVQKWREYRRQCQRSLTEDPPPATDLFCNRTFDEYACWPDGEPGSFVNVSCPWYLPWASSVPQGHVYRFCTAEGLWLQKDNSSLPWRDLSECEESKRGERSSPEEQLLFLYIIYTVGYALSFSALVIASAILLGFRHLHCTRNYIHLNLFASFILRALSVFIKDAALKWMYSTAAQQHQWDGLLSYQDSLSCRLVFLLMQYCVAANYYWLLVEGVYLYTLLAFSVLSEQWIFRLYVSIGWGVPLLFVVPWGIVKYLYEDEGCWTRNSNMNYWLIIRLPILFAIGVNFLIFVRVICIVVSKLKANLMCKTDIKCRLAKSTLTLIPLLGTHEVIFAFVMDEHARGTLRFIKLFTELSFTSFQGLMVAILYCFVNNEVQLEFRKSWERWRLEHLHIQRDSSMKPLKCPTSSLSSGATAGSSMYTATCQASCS
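Assay principle: reduced luminescence from a cAMP-responsive reporter in HEK293 cells co-expressing a constitutively active GLP-1R. Conditions: 24 hr compound incubation, 37 deg C, 5% CO2.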
GLP1R ag = qHTS of GLP-1 Receptor Agonists | AID 624172, 2012 | Potency, µM (series often up to 45.6 µM), for the others: at the top dose activation, usual class: activators | HEK293 GLP-1R CRE-luciferase, luminescence, 4-6 h; cells express a hypersensitive GLP-1R form | 380,000 compounds, 0.007% hits | Glucagon-like peptide 1 receptor (Homo sapiens), P43220; also: potency is read from the fitted curve at half-maximal effect; % of control where 0% means no effect
IL2 activator = qHTS of IL-2 Activators. IL-2 activation reporter assay, cell-based qHTS; stimulated with anti-CD3/CD4/CD28 beads; in transgenic mouse T cells. activation, % (series mostly up to about 46 µM). 360,000 compounds, 0.065% hits; in the data active = activation above about 50%; inconclusive = mostly about 30% to 49%; also: 0% is about no effect
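EGFP and DsRed fluorescence is measured by plate cytometry in unstimulated transgenic mouse T cells exposed to compound for 60 minutes, then stimulated 18 hours at 37 degrees C with anti-CD3/anti-CD4 beads plus anti-CD28.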
DRD3 agonist = qHTS of D3 Dopamine Receptor Agonist: qHTS; D(3) dopamine receptor (Homo sapiens), P35462; D3R DiscoveRx beta-arrestin cells, luminescence, 90 min; max activation, %; 410,000 compounds, 0.58% hits; AID 652048, 2013; in the data active = max activation above about 30%; also: 0% is about no effect; mostly tested at two doses, the higher about 12 µM
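Cells at 1500/well, incubated overnight, then treated with pinned compounds (dopamine as control) for 90 min at 37 degrees C. DiscoveRx reagent added for 30 - 60 minutes at room temperature; luminescence read.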
PI5P4Ka inh = qHTS for Inhibitors of phosphatidylinositol 5-phosphate 4-kinase (PI5P4K); Phosphatidylinositol 5-phosphate 4-kinase type-2 alpha (Homo sapiens), P48426; PI5P4Kalpha enzyme, ADP-Glo luminescence, 60 min; active compounds read low; max response, %; 330,000 compounds, 1.2% hits; active = max response of -50% or lower; inconclusive = between -30% and -50%; inactive = -30% or higher; also: value at the top dose of about 77 µM; % is scaled to controls: 0 for no effect and ±100 for the full control effect
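ADP-Glo luminescence end-point after a 60 min room-temperature kinase reaction. PI5P4Kalpha and substrate in HEPES pH 7.4 buffer with EGTA, 0.1% CHAPS and 5% DMSO; ATP at 5 microM final.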
GLP1R cytotox = qHTS of GLP-1 Receptor Inverse Agonists: Cytotox Screen; HEK293 cAMP-luciferase reporter cells, luminescence, 24 h; Potency, µM (doses to about 38.3 µM), for the others: at the highest dose activity change, negative = inhibition, usual class: inhibitors; 410,000 compounds, 0.13% hits; AID 624418, 2012;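 also: loss of luciferase light is scored as toxicity; potency is read from the fitted curve at half-maximal effect; % is scaled to controls: 0 for no effect and ±100 for the full control effect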
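MLSMR compounds, 24 hr on cells at 37 deg C/5% CO2; luminescence after luciferase reagent (12 min RT). Inhibition counted as the undesired cytotoxic outcome.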
* hit, by the source's call; ? = inconclusive; / = no result given; [ ] = another dose, or the depositor's remark. Unless noted, calls follow the shape of the dose curve; as a rule, active = well fitted curve in the direction sought with a large enough effect; inconclusive = small, poorly fitted or top-dose-only effect, or another doubt; inactive = no such curve, though single readings can be large; an effect the other way counts as inactive or inconclusive.

Each structure is followed by: DRD3 agonist | D3 antag | PLK1 PBD block | WRN helicase inh | GLP1R cytotox | GLP1R inv ag | IL2 activator | GLP1R ag | PI5P4Ka inh
> Cn1c(=O)c2c(nc(SCC(=O)NCC3CCCO3)n2Cc2ccc(F)cc2)n(C)c1=O (centres undefined)
  7 | 11 | 30µM* | -2% | 9% | 21% | 0.4 | 5% | -14
> Oc1c(N=NC(=S)Nc2ccccc2F)c2ccccc2n1Cc1ccccc1F
  -17 | -20 | -1% | -4% | -18% | -11% | -0.4 | -1% | 9
> COc1ccccc1NS(=O)(=O)c1cccc(NC(=O)c2nc3nc(C)cc(C)n3n2)c1
  9 | -5 | -4% | -29% | -9% | 13% | 0.8 | 1% | 4
> CCCCn1c(=O)c(Cc2ccccc2)c(O)c2ccccc21
  -2 | 10 | -9% | -28% | 12% | 0% | -2.5 | 0% | 2
> C=CCOc1ccc(C2=NOC(C(=O)Nc3ccc4c(c3)OCCO4)C2)cc1OC (centres undefined)
  -7 | 2 | -1% | -1% | 3% | -28% | -5.6 | 13% | -3
> COc1ccc(N2C(=O)CC(N3CCC(O)(c4ccc(Br)cc4)CC3)C2=O)cc1 (centres undefined)
  3 | 10 | -5% | 1%[57.1 µM] | 7% | 0% | 0.3 | -5% | 1
> Cc1ccc2sc(NC(=O)c3cccc(N4C(=O)CCC4=O)c3)nc2c1C
  -1 | -10 | 0% | -27% | -4% | 14% | -3.3 | 3% | 4
> Cc1ccc(-c2nc(CSc3nc4ccccc4c(=O)n3CCO)cs2)cc1
  1 | -13 | -14% | -11% | 64% | -8% | -1.0 | -3% | -5
> CC(=O)Nc1cc(C(=O)OC(C(=O)c2ccccc2)c2ccccc2)ccc1C (centres undefined)
  -4 | -8 | -13% | -12% | 50%[activator] | ? | 0.0 | 1% | 16
> CCC(c1nnnn1Cc1ccco1)N(Cc1ccccc1OC)Cc1cc2cc(C)ccc2[nH]c1=O (centres undefined)
  -15 | -22 | -10% | -20% | 22% | 18% | 0.2 | -7% | -12
> O=C(NCc1cccs1)C1CCCN(c2ncccn2)C1 (centres undefined)
  -3 | -2 | -7% | 6% | 2% | -6% | -2.0 | 5% | /
> Cc1ccc(Cl)cc1N1CCN(C(=O)Cn2cnc3onc(-c4ccc(F)cc4)c3c2=O)CC1
  -1 | / | / | / | 0% | ? | / | -5% | /
> CCCCCN(C(=O)CCC(=O)OCCOc1ccccc1)c1c(N)n(CCCC)c(=O)[nH]c1=O
  13 | 2 | 2% | -1% | 9% | 0% | -2.3 | 6% | 8
> COc1ccccc1-n1c(CNC(=O)c2ccco2)nnc1SCC(=O)Nc1cc(C)ccc1C
  -5 | -3 | 3µM* | 16% | 24% | -6% | 0.9 | 6% | ?
> CCSc1ccccc1C(=O)NCCCn1ccnc1
  -3 | -3 | 1% | 6% | -10% | 6% | -2.5 | -11% | 2
> Cc1ccc(S(=O)(=O)NCC(=O)NCC2CCCCC2)cc1C
  15 | -17 | -6% | -8% | ? | -9% | -2.7 | 10% | 0
> CC(=O)Nc1ccc(NC(=S)NC(=O)C2CCCC2)cc1
  1 | -4 | -13% | -9% | -7% | 7% | 0.0 | 0% | -30
> Cc1cccc(NC(=O)Nc2cccc(C)n2)n1
  -2 | 16 | -13% | 1% | 65%[activator] | 15% | 1.3 | 16% | 5
> CC1(C)CC2CC(C)(CN2C(=O)COC(=O)c2cccc([N+](=O)[O-])c2)C1 (centres undefined)
  6 | 6 | 1% | 8% | -19% | -22% | -5.9 | 20% | -1
> CC(NC(=O)c1cccc(S(=O)(=O)N2CCN(Cc3ccccc3)CC2)c1)c1ccc(Cl)cc1 (centres undefined)
  2 | -1 | -10% | -7% | -4% | ? | -4.4 | 12% | 6
> Cc1ccnc(NC(=O)c2cccc(NC(=O)CC3SC(N4CCCCC4)=NC3=O)c2)c1 (centres undefined)
  2 | -23 | -14% | -2% | -6% | 12% | -0.3 | -1% | 0
> COCCCn1c(SCC(=O)NC2CCCCC2)nc2ccccc2c1=O
  -2 | -11 | -8% | 8% | -3% | 5% | 2.3 | 5% | -3
> Cc1ccc(-c2cc(C(=O)Nc3cc(C)on3)c3ccccc3n2)c(C)c1
  -5 | -21 | -7% | -7% | 1% | ? | -1.2 | 8% | -7
> O=C(CSc1ccc(-c2ccco2)nn1)Nc1ccc(F)cc1
  3 | 5 | -20% | -13% | 5% | 1% | -0.8 | -3% | -23
> CN(C)CCN(C(=O)c1ccc(S(=O)(=O)N(C)c2ccccc2)cc1)c1nc2cc3c(cc2s1)OCO3
  -17 | -16 | -8% | 5% | -16% | ? | -4.1 | -6% | 0
> O=C(CCNC(=O)c1ccccc1Cl)NCCc1ccc(Cl)cc1
  3 | -2 | 2% | 3% | 3% | ? | -4.2 | 0% | 0
> CC(Oc1ccccc1)C(=O)N=C1SC2CS(=O)(=O)CC2N1Cc1ccc(F)cc1 (centres undefined)
  3 | 1 | ? | -4% | -1% | -27% | -0.3 | 5% | 4
> Cc1c(F)cccc1NS(=O)(=O)c1ccc2c(c1)c(=O)n(C)c(=O)n2C
  -1 | 10 | -1% | -24% | -2% | -16% | 1.3 | 11% | 0
> CCOC(=O)C1CCCN(S(=O)(=O)c2ccc3c(c2)CC(C)N3C(=O)C2CC2)C1 (centres undefined)
  1 | 7 | -16% | 3% | -2% | 42%[activator] | -2.4 | ? | -5
> Cc1ccccc1C(=O)Nc1ccccc1-c1nnn(CC(=O)Nc2ccc3c(c2)OCCO3)n1
  -5 | 23 | -13% | -5% | ? | ? | -2.3 | -4% | /

Further records follow:
Each structure is followed by: DRD3 agonist | D3 antag | PLK1 PBD block | WRN helicase inh | GLP1R cytotox | GLP1R inv ag | IL2 activator | GLP1R ag | PI5P4Ka inh
> Cc1cc(C(=O)O)ccc1-c1ccc(/C=C2\NC(=O)N(Cc3ccccc3Cl)C2=O)o1
  29 | -3 | 17µM* | 50µM* | 2% | -3% | -1.6 | 2% | -67*
> CCOC(=O)C1CCN(C/C=C/c2ccccc2)CC1
  -12 | -26 | -4% | 2% | 1% | 12% | 0.1 | 2% | 0
> CCOC(=O)c1nn(-c2ccccc2)c(=O)cc1SC(C)C
  1 | -9 | 1% | -3% | 6% | 0% | -3.0 | 20% | /
> COc1cnn(-c2ccc(F)cc2)c(=O)c1Br
  7 | 11 | 1% | -3% | -5% | 2% | 0.5 | 3% | 1
> CC1(C(=O)NCc2cccs2)Cc2c(-c3ccc(C(N)=O)cc3)ccnc2O1 (centres undefined)
  -8 | -71* | -5% | 3% | -17% | ? | -0.2 | -3% | 0
> Nc1ccc(/C=C/C(=O)c2ccco2)cc1
  -8 | -11 | 24% | -9% | -2% | 6% | 0.3 | 3% | -13
> COCCCNc1nc2c(-c3ccccc3)nnn2c2ccccc12
  4 | / | / | / | 11% | 26% | / | 3% | /
> COc1ccc(-c2c(C)cc3oc(=O)cc(-c4ccccc4)c3c2C)cc1OC
  11 | -14 | -6% | -5% | -14% | ? | -0.8 | 26% | 0
> COc1ccc(Cl)cc1NC(=O)CN(C)CC(=O)NC(C)c1ccccc1 (centres undefined)
  -19 | -5 | 2% | -3% | 0% | 10% | 0.0 | 10% | 3
> O=[N+]([O-])c1ccc(S(=O)(=O)Nc2ccc(-c3ccccc3)cc2)cc1
  -10 | 0 | -14% | -12% | -12% | ? | -2.1 | -1% | 4
> COc1ccc(C(=O)NC(=S)NCc2cccnc2)cc1Cl
  2 | -7 | -2% | -17% | 13% | 16% | 3.3 | 20% | 1
> Cc1ccc(-c2cc(C(=O)OCC(=O)N(C)C3CCS(=O)(=O)C3)c3ccccc3n2)o1 (centres undefined)
  -7 | -30 | ? | -17% | 38%[activator] | -13% | 1.7 | 6% | -19
> Cc1nn(C)cc1CNC(=O)Nc1cccc(Cl)c1
  3 | 14 | 2% | 1% | -1% | 15% | -1.0 | -7% | 8
